Screening results as filed in PubChem.
PKM2 act = PKM2 (human) enzyme activation; P14618; purified PKM2, Kinase-Glo ATP luminescence, activation; response scale: 0% is enzyme alone, no compound; Potency, µM (titrated, usually from 57.5 µM), for inactives: at the highest dose activation, most hits filed as activators; 260,000 tested, 0.34% active; further: potency means the concentration at half of the fitted maximal effect; on the % scale 0 is the no-effect control and ±100 the full control effect; nearly all actives have a fitted effect of over 55% in size
Target sequence (P14618 whole entry, looked up): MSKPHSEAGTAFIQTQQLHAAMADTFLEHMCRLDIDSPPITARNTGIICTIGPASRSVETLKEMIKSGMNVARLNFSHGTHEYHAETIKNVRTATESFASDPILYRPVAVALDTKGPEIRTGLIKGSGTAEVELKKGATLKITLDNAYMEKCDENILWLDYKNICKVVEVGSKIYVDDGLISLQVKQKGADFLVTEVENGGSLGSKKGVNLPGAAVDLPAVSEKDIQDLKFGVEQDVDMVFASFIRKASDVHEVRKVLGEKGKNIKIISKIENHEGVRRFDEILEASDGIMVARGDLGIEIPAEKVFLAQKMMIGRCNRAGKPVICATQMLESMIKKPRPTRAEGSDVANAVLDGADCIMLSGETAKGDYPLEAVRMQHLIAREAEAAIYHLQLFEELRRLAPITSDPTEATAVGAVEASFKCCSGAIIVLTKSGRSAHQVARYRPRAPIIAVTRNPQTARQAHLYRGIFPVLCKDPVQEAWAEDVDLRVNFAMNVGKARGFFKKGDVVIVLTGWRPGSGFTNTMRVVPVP
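ATP formation by purified human PK-M2, quantified via coupled luciferase luminescence after 1 h at room temperature with 0.1 mM ADP and 0.5 mM PEP final.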
Eya2 phos inh = inhibitors of human Eya2 phosphatase activity; Potency, µM (top dose mostly 76.9 µM), for inactives: at the top dose activity, negative = inhibition, actives largely listed as inhibitors; O00167; 330,000 tested, 0.006% active; recombinant Eya2, OMFP fluorescence dephosphorylation (OMFP is methylfluorescein phosphate); AID 488837; further: potency means the concentration at half of the fitted maximal effect; on the % scale 0 is the no-effect control and ±100 the full control effect
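Eya2 protein (added as 0.2 uM solution) was preincubated with compound for 10 min at ambient temperature in 50 mM HEPES pH 7.5, 50 mM NaCl, 5 uM MgCl2, 0.05% BSA, 1 mM DTT. OMFP (added at 50 uM) then reacted 10 min; fluorescence read at 485/525 nm.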
Chronic BCR inh = inhibitors of chronic active B-cell receptor signaling. ABC-DLBCL IkBa-CBG/CBR reporter, luminescence ratio, 4 h. Potency, µM (titrated, usually from 46.1 µM), without a hit: at the highest dose ratio change, negative = lower green/red ratio, usual class: inhibitors. 340,000 tested, 0.05% active. AID 493014; active means well fitted inhibition curve with a large enough effect in the signal ratio, with a control signal flat, not every such curve was filed as active; inconclusive means small, poorly fitted or top-dose-only effect, or effect the other way, or a change in a side signal; the % refers to the signal ratio;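 further: potency means the concentration at half of the fitted maximal effect; plate controls were basal doxycycline-induced cells for no effect and cells given 10 µM MG132 for full effect; MG132 reads +100%, hits lower the ratio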
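Doxycycline induced both beetle luciferases in TMD8 lymphoma cells; IKK-driven degradation limits the IkappaBalpha-fused green signal, while red luminescence normalises for cell number and nonspecific effects. Compounds tested up to 46 uM, 4 hrs.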
Mito fusion act = mitochondrial division inhibition or fusion activation; 320,000 tested, 0.23% active; Potency, µM (top dose mostly 46.1 µM), without a hit: at the top dose growth rescue (activation), usual class: activators; AID 485298; S. cerevisiae fusion-defective mutant growth rescue, CellTiterGlo 48 h;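 further: potency means the concentration at half of the fitted maximal effect; % of control where 0% means no effect; nearly all actives have a fitted effect of over 45% in size; temperature-sensitive fusion mutants such as fzo1-1 at 37 °C on non-fermentable ethanol glycerol medium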
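Yeast fusion mutant, YPEG (non-fermentable carbon), compound, 48 h at 37C non-permissive; CellTiterGlo added, 10 min RT, luminescence read. Rescued growth = division inhibition.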
S-ASM inh = inhibitors of human secretory acid sphingomyelinase; P17405; placental ASM, HMU-PC fluorogenic substrate, 60 min; Potency, µM (highest dose often 57.5 µM), without a hit: at the top dose activity change, negative = inhibition, hits mostly inhibitors; 340,000 tested, 0.006% active; AID 504937; further: potency means the concentration at half of the fitted maximal effect
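Human placenta-derived ASM enzyme was preincubated with compound for 10 minutes at room temperature, then given fluorogenic substrate HMU-PC0 (9 uM final) for 60 minutes at 37 °C; a pH 10 stop preceded fluorescence reading at Ex 386/Em 447 nm.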
hERG WT inh = blocks the wildtype human KCNH2 potassium channel; Q12809; U2OS, BacMam KCNH2, thallium flux FluxOr; active compounds read low; activity change, % at 1.84 µM; 340,000 tested, 0.37% active; AID 720551;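 active means maximum activity change below -70%; inconclusive means maximum activity change between -70% and -50%; inactive means maximum activity change above -50%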; further: on the % scale 0 is the no-effect control and ±100 the full control effect
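U2OS cells were transduced with wild-type KCNH2 virus (2.03 x 10^8 / mL) for 4 h at room temperature, then cultured overnight at 37 C. Thallium flux was read with FluxOr dye. Rate constants were normalized to DMSO controls.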
Menin MLL FP TR = menin-MLL binding inhibition, Texas Red mutant peptide; O00255; Menin + Texas Red MLL mutant peptide, fluorescence polarization; Potency, µM (titrated, usually from 61.6 µM), for the others: top-dose FP activity change, negative = inhibition, usual class: inhibitors; 270,000 tested, 0.23% active; AID 1768; active means well fitted inhibition curve with a large enough effect in the polarisation, with a control signal flat, not every such curve was filed as active; inconclusive means small, poorly fitted or top-dose-only effect, or effect the other way, or a change in a side signal; inactive means no such curve, though single readings can be large or run the other way; the % refers to the polarisation; further: potency means the concentration at half of the fitted maximal effect; % of control where 0% means no effect; many of its hits are not listed in these tables
USP2a block = USP2a (human) protease inhibition. USP2 core, Ub-CHOP2 coupled fluorogenic reporter, 485/531. O75604. Potency, µM (titrated, usually from 38.3 µM), for the others: top-dose activity change, negative = inhibition, most hits filed as inhibitors. AID 463254. 330,000 tested, 0.01% active;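 further: potency means the concentration at half of the fitted maximal effect; plate controls were DMSO wells for no effect and full inhibition by NEM control for full effect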
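Cell-free coupled assay: 10nM USP2 core preincubated 30min RT with compound in Tris-HCl pH 8.0/CaCl2/CHAPS buffer, then 25nM Ub-CHOP2 and 25nM reporter substrate; fluorescence (Ex 485/Em 531) read after 60min RT, normalized to NEM inhibition, concentration-response curves fitted.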
MBNL1-CUG inh = MBNL1-poly(CUG) RNA binding inhibition. TR-FRET MBNL1-His/biotin-(CUG)12 binding, 665/545 ratio. Potency, µM (titrated, usually from 57.5 µM), for the others: at the highest dose activity change, negative = inhibition, hits mostly inhibitors. 280,000 tested, 0.036% active. AID 2675; active means well fitted inhibition curve with a large enough effect in the signal ratio, with a control signal flat, not every such curve was filed as active; inconclusive means small, poorly fitted or top-dose-only effect, or effect the other way, or a change in a side signal; inactive means no such curve, though single readings can be large or run the other way; the % refers to the signal ratio; further: potency means the concentration at half of the fitted maximal effect; on the % scale 0 is the no-effect control and ±100 the full control effect
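Compounds (final 92 nM to 58 uM) are added to His-tagged MBNL1 and biotin-(CUG)12, then terbium anti-His antibody and streptavidin-XL665 (5 nM final). After 60 min at room temperature, the 665/545 nm ratio is read.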
GALK inh = inhibitors of human galactokinase | Potency, µM (doses to about 57.5 µM), for inactives: at the top dose activity change, negative = inhibition, hits mostly inhibitors | Purified GALK, Kinase-Glo residual ATP luminescence | AID 1868 | 270,000 tested, 0.007% active; further: potency means the concentration at half of the fitted maximal effect; on the % scale 0 is the no-effect control and ±100 the full control effect
Target sequence (P51570 whole entry, looked up): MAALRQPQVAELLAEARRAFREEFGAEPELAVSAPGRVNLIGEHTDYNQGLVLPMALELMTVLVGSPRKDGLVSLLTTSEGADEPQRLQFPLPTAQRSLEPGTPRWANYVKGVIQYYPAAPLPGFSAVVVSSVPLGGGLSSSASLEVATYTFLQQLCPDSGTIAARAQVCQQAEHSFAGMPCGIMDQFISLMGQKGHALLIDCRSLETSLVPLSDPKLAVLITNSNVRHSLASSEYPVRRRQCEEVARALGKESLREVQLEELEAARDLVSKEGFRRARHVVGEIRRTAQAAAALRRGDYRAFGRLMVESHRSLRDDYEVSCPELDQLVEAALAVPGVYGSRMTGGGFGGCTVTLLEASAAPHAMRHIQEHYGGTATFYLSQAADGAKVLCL
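Luminescence from leftover ATP (Ultra-Glo luciferase/luciferin) served as read-out after a 1 h room-temperature reaction of 5 nM GALK with 35 uM ATP and 100 uM galactose.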
TSHR antagonist = human thyrotropin receptor antagonism | 330,000 tested, 0.2% active | TSHR-expressing cells, TSH-stimulated cAMP HTRF, 2 h; active compounds read low | AID 504810 | activity change, negative = inhibition, % at 11.5 µM;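 active means activity change below a set negative limit, meaning inhibition stronger than a set level, cut at about -70% in these data; inconclusive means activity change between two set negative limits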; further: on the % scale 0 is the no-effect control and ±100 the full control effect
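Competitive HTRF cAMP read-out (cryptate anti-cAMP antibody, cAMP-d2; 30 min, room temperature) in freshly harvested TSHR cells. Compounds added before TSH at EC80 (4nM final), followed by 2 hours' incubation at 37 deg C.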
* marks the source's active call; other numbers are inactive results; ? = inconclusive; . = not tested or not shown; [ ] = another dose, or the depositor's remark. Unless noted, the call rests on the fitted dose curve; in most records, active means well fitted curve in the direction sought with a large enough effect; inconclusive means small, poorly fitted or top-dose-only effect, or another doubt; inactive means no such curve, though single readings can be large; an effect the other way counts as inactive or inconclusive.

SMILES	PKM2 act	Eya2 phos inh	Chronic BCR inh	Mito fusion act	S-ASM inh	hERG WT inh	Menin MLL FP TR	USP2a block	MBNL1-CUG inh	GALK inh	TSHR antagonist
CN1C(=O)N(C)C(c2cccc([N+](=O)[O-])c2)C2=C1CCCC2=O (stereo not drawn)	-5%	3%	-2%	0%	1%	-12	-10%	0%	?	7%	7
O=C(COC(=O)c1ccco1)NC1CCCc2ccccc21 (stereo not drawn)	.	8%	5%	.	2%	-2	.	4%	.	.	.
Cn1c(=O)c2c(O)c(Cc3ccccc3)c(=O)n(C)c2n(C)c1=O	11%	1%	-4%	1%	3%	4	.	3%	0%	1%	-2
CCOC(=O)N1CCN(C(=O)c2ccc(N(Cc3ccc(Cl)cc3)S(C)(=O)=O)cc2)CC1	0%	-2%	1%	0%	-1%	9	-1%	-1%	2%	-7%	12
S=C1NCCNC(=S)NCCOCCOCCN1	0%	-2%	0%	25%	0%	6	3%	-1%	-12%	3%	2
COc1ccc(S(=O)(=O)Nc2ccc(Cc3ccncc3)cc2)cc1C	3%	4%	?	0%	0%	-23	.	4%	-6%	1%	-6
Nc1cc(=O)[nH]c(N2CCN(c3ccccc3)CC2)n1	7%	-6%	-10%	3%	2%	-7	13%	2%	-4%	4%	2
Cc1cccc2sc(NC(=O)CN(C)S(=O)(=O)c3cccs3)nc12	1%	-14%	?	18%	-13%	2	.	-3%	-3%	1%	-33
Cc1ccc(CNC(=O)Cc2ccc(-n3c(=O)[nH]c4ccsc4c3=O)cc2)cc1	-3%	-3%	?	-6%	8%	-11	12%	2%	0%	-2%	3
Cc1ccccc1C(=O)N/N=C1/SCC(=O)N1Cc1ccccc1	-2%	0%	-1%	13%	0%	-1	6%	-1%	5%	11%	2
CC1CC(C)CN(C(=O)c2cc3ccccc3o2)C1 (stereo not drawn)	.	3%	15%	-1%	2%	-4	.	0%	.	.	14
COc1ccccc1NC(=S)N(Cc1ccco1)Cc1cc2cc(C)c(C)cc2[nH]c1=O	24%	-2%	3%	20%	-15%	-9	-8%	1%	?	.	-10
CCCCC(C(=O)NC1CCCC1)N(C(=O)c1snc(C(N)=O)c1N)c1ccc(OCC)cc1 (stereo not drawn)	6%	0%	?	2%	100%[activator]	-4	7%	2%	7%	5%	11
c1ccc(-c2nccc(-c3ccc(-n4cnc5ccccc54)cc3)n2)nc1	-2%	12%	-8%	-6%	-12%	16	-8%	1%	9%	1%	-5
O=[N+]([O-])c1cccc(S(=O)(=O)Nc2ccc(-c3ccc(N4CCCC4)nn3)cc2)c1	.	3%	-1%	4%	-5%	10	.	-5%	.	.	0
Cc1cccc(Cn2c(C)c(C)c3cc(C(=O)NCCN4CCOCC4)ccc32)c1	1%	-18%	4%	-11%	-11%	-4	-14%	2%	0%	0%	1
CCOc1ccc(NC(=O)C2CCN(S(=O)(=O)c3c(C)noc3C)CC2)cc1	.	-13%	5%	12%	-1%	4	19%	-1%	2%	1%	-11
CN(C)c1ccc(-c2n(C)c3ccccc3[n+]2C)cc1	5%	-19%	19%	6%	22%	-19	.	2%	-3%	0%	-20
COc1cc(=O)[nH]c(SC(C)C(=O)Nc2cc(C)on2)n1 (stereo not drawn)	0%	-2%	2%	-6%	2%	-5	-7%	0%	4%	8%	1
COc1ccc(NC(=O)C2CCCN(S(=O)(=O)c3cccc4nonc34)C2)cc1 (stereo not drawn)	-1%	-12%	?	-1%	3%	-5	-5%	-8%	12%	0%	9
CCCCN1C(=O)/C(=C/C=C2/C=Cc3ccccc3N2CC)SC1=S	-2%	-6%	?	2%	-2%	-1	?	2%	?	0%	30
COc1ccc(N2CCN(C(=O)Cn3c(=O)[nH]c4ccsc4c3=O)CC2)cc1	-16%	-27%	-4%	10%	1%	3	21%	-1%	13%	1%	17
CCOC(=O)COn1c(=O)c(C)[n+]([O-])c2ccccc21	3%	-14%	-7%	-1%	7%	-2	16%	6%	?	0%	-7
COC(=O)c1ccc(COC(=O)CCc2nc(-c3ccccc3)c(-c3ccccc3)o2)cc1	3%	5%	?	4%	-4%	-33	?	5%	-4%	0%	-11
Oc1ccc(C(=S)N2CCCC2)cc1	-5%	-10%	-5%	0%	2%	2	4%	0%	0%	0%	4
COc1cc(/C=N/NC(=O)C(C)Nc2n[nH]c(=O)[nH]c2=O)cc(OC)c1O (stereo not drawn)	-4%	-13%	-1%	-1%	141%[activator]	5	14%	-5%	?	2%	-9
O=c1nc(N2CCOCC2)ccn1Cc1ccc(Br)cc1	0%	-33%	4%	-1%	0%	10	-19%	1%	-5%	0%	-5
CC(Sc1n[nH]c(N)n1)C(=O)Nc1cccc(S(=O)(=O)N2CCOCC2)c1 (stereo not drawn)	-1%	6%	0%	-3%	2%	-1	-24%	0%	-1%	-1%	6
C=CCOc1ccc(C2/C(=C(/O)c3ccc(OC)cc3)C(=O)C(=O)N2CCN2CCNCC2)cc1 (stereo not drawn)	.	-2%	1%	-2%	-5%	-1	-19%	-2%	11%	-2%	-5
COc1ccc(NC(=O)CC2(CC(=O)O)CCCC2)cn1	-11%	-6%	3%	-7%	0%	-17	-15%	0%	-3%	8%	2
COc1ccc(C2(c3ccc(OC(C)=O)cc3OC(C)=O)CC(c3ccccc3)NC(=S)N2)cc1 (stereo not drawn)	0%	7%	-15%	-4%	-5%	-3	-6%	4%	3%	-1%	-5
CCCCN(CCCNC(=O)CN1C(=O)COc2ccc(S(=O)(=O)N3CCC(C)CC3)cc21)Cc1ccccc1	-1%	-26%	-5%	1%	-1%	-26	?	1%	-4%	6%	6
Cc1ccc(C(=O)COC(=O)COc2ccccc2[N+](=O)[O-])s1	.	-3%	?	4%	0%	0	.	1%	.	.	-1
CCOC(=O)C1CCN(S(=O)(=O)c2ccc(NC(=O)c3ccco3)cc2)CC1	8%	0%	-7%	4%	-2%	11	21%	1%	-9%	-2%	-3
O=C(COc1ccccc1)N1CCN(C(=O)c2ccc([N+](=O)[O-])cc2)CC1	5%	3%	?	-4%	1%	2	15%	-1%	4%	3%	12
Cc1ccc(CNC(=O)Cc2ccc(Br)cc2)cc1	0%	0%	?	1%	-1%	16	?	1%	4%	.	0
COc1ccc(CNC(=O)C(OC(=O)c2ccco2)c2ccccc2F)cc1 (stereo not drawn)	3%	-6%	-1%	-15%	-3%	-9	-18%	1%	-8%	19%	-3
Cc1nc(-c2ccc(Cl)cc2)sc1C1(C)CC(c2ccccc2F)=NO1 (stereo not drawn)	-2%	-7%	-6%	13%	-2%	1	.	-1%	8%	7%	14
CCc1ccccc1N(CC(=O)O)S(C)(=O)=O	-7%	1%	-2%	0%	2%	-10	7%	1%	-8%	0%	6
Cc1nc(-c2ccncc2)nc(NCCNc2ncccc2C(F)(F)F)c1Cl	2%	-6%	-8%	5%	-1%	3	.	1%	1%	-3%	21
CC1CCCCN1Cc1ccc(-c2nnn(CC(=O)NC3CCCCC3)n2)cc1 (stereo not drawn)	-1%	-4%	10%	-2%	5%	-6	1%	0%	-23%	1%	-3
c1cc2cc(-c3c(-c4ccc5c(c4)OCO5)noc3-c3ccsc3)ccc2[nH]1	0%	-4%	?	-10%	6%	.	?	3%	-4%	.	-11
COc1ccc(-n2nnnc2SCC(=O)NC2CC2)cc1	.	8%	?	2%	3%	-3	.	3%	.	.	-14
COc1ccccc1/C=N/NC(=S)NCc1ccco1	8%	-9%	?	-4%	6%	-8	.	1%	-4%	0%	-9

Only part of the results is shown; count on the stated rates, not on these rows.
